High-throughput results as filed in PubChem.
CHRM1 PAM: human M1 muscarinic receptor positive allosteric modulators, primary screen, CHO-K1 cells, Fluo-8 calcium fluorescence, 1536-well; Muscarinic acetylcholine receptor M1 (Homo sapiens), P11229; CHO-K1 hM1, ACh EC20; 0% = ACh EC20, 100% = maximal ACh; activation, % at 3 µM; 360,000 tested, 0.088% active; in the data active means activation above about 19%, passing the limit was not always enough
M5 ag: human M5 muscarinic receptor agonists, primary screen, CHO-K1 cells, Fluo-8 calcium fluorescence | Muscarinic acetylcholine receptor M5 (Homo sapiens), P08912 | 360,000 tested, 0.19% active | activation, % at 3 µM | CHO-K1 hM5 cells; 0% DMSO wells, 100% maximal acetylcholine response;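 active means activation above the run's mean over test compounds plus 3 SD, cut at about 23% in these data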;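 further: signal is peak over basal fluorescence ratio across the kinetic read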
Target sequence (P08912 whole entry, looked up): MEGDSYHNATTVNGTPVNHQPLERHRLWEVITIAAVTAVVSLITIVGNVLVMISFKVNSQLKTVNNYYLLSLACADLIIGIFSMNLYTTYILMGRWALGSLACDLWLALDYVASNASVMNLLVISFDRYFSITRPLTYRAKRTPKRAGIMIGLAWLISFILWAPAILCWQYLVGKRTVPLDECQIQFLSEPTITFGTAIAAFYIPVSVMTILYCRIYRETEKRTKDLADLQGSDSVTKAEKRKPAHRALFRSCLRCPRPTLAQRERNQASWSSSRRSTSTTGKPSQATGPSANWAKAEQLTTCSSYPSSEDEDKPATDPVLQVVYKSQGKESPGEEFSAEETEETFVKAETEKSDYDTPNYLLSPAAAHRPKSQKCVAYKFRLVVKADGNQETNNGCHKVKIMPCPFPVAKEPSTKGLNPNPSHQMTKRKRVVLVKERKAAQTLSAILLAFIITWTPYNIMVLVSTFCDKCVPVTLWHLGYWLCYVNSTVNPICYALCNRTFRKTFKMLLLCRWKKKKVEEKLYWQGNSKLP
CHRM1 antagonist: human M1 muscarinic receptor antagonists, primary screen, CHO-K1 cells, Fluo-8 calcium fluorescence, 1536-well. Muscarinic acetylcholine receptor M1 (Homo sapiens), P11229. 360,000 tested, 1.3% active. CHO-K1 hM1, ACh EC80 antagonist. inhibition, % at 3 µM;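 active means percent inhibition above its own plate's cutoff, namely the mean of that plate's compound wells plus 3 SD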;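 further: peak over basal fluorescence ratio during 140 s after agonist addition; 0% = ACh EC80 plus DMSO and 100% = DMSO alone without agonist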
M4 PAM: human M4 muscarinic receptor positive allosteric modulators, primary screen, CHO-K1 cells, Fluo-8 calcium fluorescence; 360,000 tested, 0.4% active; activation, % at 3 µM; Muscarinic acetylcholine receptor M4 (Homo sapiens), P08173; CHO-K1 hM4/Gqi5, ACh EC20; 0% = ACh EC20, 100% = maximal ACh;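 active means activation above its plate's cutoff, the mean activation of sample wells plus 3 SD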; further: some results filed as inactive read as strong as hits
Target sequence (P08173 whole entry, looked up): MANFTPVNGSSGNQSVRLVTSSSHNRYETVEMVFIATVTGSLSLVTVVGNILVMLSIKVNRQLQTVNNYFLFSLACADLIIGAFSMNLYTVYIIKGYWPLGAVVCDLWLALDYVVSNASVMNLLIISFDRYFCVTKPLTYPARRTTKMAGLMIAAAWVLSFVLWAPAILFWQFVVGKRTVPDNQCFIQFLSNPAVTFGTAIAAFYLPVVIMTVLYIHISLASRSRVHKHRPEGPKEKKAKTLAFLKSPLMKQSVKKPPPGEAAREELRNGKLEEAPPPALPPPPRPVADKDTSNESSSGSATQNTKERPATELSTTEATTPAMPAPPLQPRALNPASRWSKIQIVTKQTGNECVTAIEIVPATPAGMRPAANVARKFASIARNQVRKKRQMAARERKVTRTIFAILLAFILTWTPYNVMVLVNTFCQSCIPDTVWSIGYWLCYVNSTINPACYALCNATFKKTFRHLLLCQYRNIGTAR
M5 PAM: human M5 muscarinic receptor positive allosteric modulators, primary screen, CHO-K1 cells, Fluo-8 calcium fluorescence; Muscarinic acetylcholine receptor M5 (Homo sapiens), P08912; CHO-K1 hM5, ACh EC20 PAM; 0% = ACh EC20, 100% = ACh EC100; 360,000 tested, 0.3% active; AID 624038, 2012; activation, % at 3 µM;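 active means activation above the run cutoff, the mean activation of all test compounds plus 3 SD, cut at about 18% in these data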
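Assay system: CHO-K1 hM5 cells. Also added: acetylcholine at EC20 concentration, added after compound. Dosing: 3 µM, single dose. Times: compound preincubation 140 s before EC20 acetylcholine addition. Signal: Fluo-8 calcium fluorescence. Measure: % activation relative to EC20 and EC100 ACh responses. Repeats: singlicate, one well per test compound.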
CRFBP-R2 agonist: agonists of CRF-BP/CRF-R2 complex, primary screen, cell-based, HEK293, calcium dye fluorescence, uHTS; 350,000 tested, 0.46% active; activation, % at 13.2 µM; AID 588473, 2011; calcium dye fluorescence (FLIPR); percent of saturating CRF peptide response; CRF-binding protein / CRF receptor 2 complex (human);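 active means activation of at least 50%, plus an integration ratio under a set limit after plate pattern correction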;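 further: plate controls were neutral control wells without compound for no effect and CRF at EC100 for full effect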
CHRM5 antagonist: human M5 muscarinic receptor antagonists, primary screen, CHO cells, Fluo-8 calcium fluorescence; Muscarinic acetylcholine receptor M5 (Homo sapiens), P08912; CHO-hM5 cells, ACh EC80; inhibition, % at 3 µM; 360,000 tested, 0.59% active;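 active means inhibition above a per-plate cutoff, the mean of that plate's test compounds plus 3 SD, cut at about 27% in these data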;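 further: 0% = acetylcholine EC80 with DMSO and 100% = DMSO without agonist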
CHRM4 antagonist: human M4 muscarinic receptor antagonists, primary screen, CHO cells, Fluo-8 calcium fluorescence | Muscarinic acetylcholine receptor M4 (Homo sapiens), P08173 | CHO-hM4 cells, ACh EC80 | inhibition, % at 3 µM | 360,000 tested, 0.73% active;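 active means inhibition above its plate's cutoff, the mean inhibition of sample wells plus 3 SD, cut at about 27% in these data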;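 further: 0% = acetylcholine EC80 with DMSO and 100% = DMSO without agonist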
M4 ag: human M4 muscarinic receptor agonists, primary screen, CHO-K1 cells, Fluo-8 calcium fluorescence; AID 624127, 2012; Muscarinic acetylcholine receptor M4 (Homo sapiens), P08173; CHO-K1 hM4/Gqi5; vehicle 0%, full acetylcholine response 100%; activation, % at 3 µM; 360,000 tested, 0.14% active;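 active means activation above the run mean over all test wells plus 3 SD, cut at about 32% in these data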;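 further: peak over basal fluorescence ratio per well then scaled between controls; 0% = DMSO wells and 100% = acetylcholine at EC100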
Active calls of the source: *; . = not tested or not shown.

SMILES | CHRM1 PAM | M5 ag | CHRM1 antagonist | M4 PAM | M5 PAM | CRFBP-R2 agonist | CHRM5 antagonist | CHRM4 antagonist | M4 ag
CN1CCN(C2CN(Cc3cn(Cc4ccccc4F)nn3)S(=O)(=O)C2)CC1 (centres undefined) | 6 | 1 | -3 | -3 | 1 | . | -3 | -3 | -1
Cc1nn(-c2ccccc2)c(C)c1C(=O)OC(C)C(=O)Nc1ccc(C(N)=O)cc1 (centres undefined) | 10 | 1 | -9 | 5 | 2 | -0.8 | 7 | -6 | 1
N#CCC(=O)N/N=C/c1ccc(OCc2ccccc2)cc1 | 2 | 0 | 3 | 0 | 4 | 0.2 | -3 | 3 | 2
COc1ccccc1-c1nc2c3ccccc3nc(=S)n2[nH]1 | 7 | -2 | -4 | -3 | -4 | 4.2 | 17 | 5 | 2
CCCNC(=O)CN1C(=O)NC2(CCCc3cc(OC)ccc32)C1=O (centres undefined) | 4 | -1 | -8 | 6 | -3 | 0.3 | -10 | 4 | 2
CCOC(=O)C1=C(c2ccccc2)OC(N)=C(C#N)C1c1cccnc1 (centres undefined) | 19 | -2 | -15 | 18 | 7 | -1.4 | -2 | -2 | 0
Nc1ccc(-c2nc3cc(N)ccc3s2)cc1 | 1 | 1 | -1 | -6 | -4 | -1.9 | 11 | 7 | 3
C[C@@H]1C(=O)OC[C@H]1NC(=O)OCc1ccccc1 | 10 | 3 | -2 | 13 | 2 | -1.0 | 11 | -9 | 1
CC(C)C(NC(=O)c1ccco1)C(=O)OCC(=O)Nc1ccc(C(N)=O)cc1 (centres undefined) | 9 | -1 | -10 | -2 | 0 | -5.4 | 15 | -1 | 0
O=S(=O)(c1ccc2ccccc2c1)N(CC(O)COCc1ccco1)c1ccccc1 (centres undefined) | -1 | -3 | 4 | -6 | -1 | -0.5 | -9 | -6 | 1
CC(=O)Cn1c(N2CCC(Cc3ccccc3)CC2)nc2c1c(=O)[nH]c(=O)n2C | 22* | -3 | -48 | 24 | -4 | -2.1 | -11 | -6 | 0
CC(C)C[C@@H](CO)N1CCN(CCc2ccccc2)CCC1=O | 5 | -7 | 6 | 13 | 0 | -0.9 | -8 | -20 | 2
CCCCCOC(=O)Cn1c(=O)c2c(nc(N3CCOCC3)n2C)n(C)c1=O | -3 | 0 | 0 | 7 | 4 | -0.5 | -5 | 2 | 1
CC1CCN(C(=S)NC(=O)c2ccccc2Br)CC1 | 9 | -1 | -13 | 2 | 2 | 0.0 | 10 | 2 | 0
COc1cc(OC)cc(C(=O)NNC(=O)c2cc3ccccc3cc2O)c1 | -4 | 1 | 6 | -1 | -6 | 1.1 | 8 | -15 | 8
C=C1C[C@@]23CCC4[C@@](C)(CCC[C@@]4(C)C(=O)O)C2CC[C@]1(O)C3 (some centres undefined) | 4 | 0 | 2 | 0 | -6 | -1.5 | 10 | 8 | 1
CC(C)(C)OC(=O)COc1cc(O)c2c(=O)cc(-c3ccccc3)oc2c1 | 14 | 0 | -11 | 1 | -3 | -0.7 | 3 | -7 | 0
CC(=O)NC(Cc1ccccc1)Cc1ccccc1 | 11 | -4 | -16 | 1 | 1 | -0.1 | 3 | 0 | 1
CCc1c(C(=O)NNC(=S)NCC2CCCO2)csc1C (centres undefined) | 15 | 4 | -11 | 2 | -3 | -1.0 | 1 | 4 | 1
CN(Cc1ccccc1NCC(=O)Nc1ccccc1C#N)C1CCCCC1 | -5 | -8 | 6 | -6 | 4 | -0.8 | 8 | 3 | 1
CSc1ccc(CN2CCN(CC=C(C)C)C(CCO)C2)cc1 (centres undefined) | 4 | -8 | -7 | -8 | 0 | 7.0 | 1 | 3 | 1
CCCn1c(SCC(=O)NCc2ccc3c(c2)OCO3)n[nH]c1=O | 1 | -1 | 17 | 3 | 1 | -0.4 | 5 | 9 | 1
O=[N+]([O-])c1cccc(N/N=C/c2ccc(N3CCOCC3)cc2)c1 | -6 | 1 | 11 | -6 | -7 | -0.6 | 16 | 11 | 9
CC(CN1CCOCC1)OC(=O)c1ccccc1Br (centres undefined) | -2 | -1 | 6 | -4 | 2 | 1.8 | 2 | 17 | 0
CCN(Cc1ccccc1)S(=O)(=O)c1ccc(S(=O)(=O)N(Cc2cccc(OC)c2)CC2CCCO2)cc1 (centres undefined) | -6 | 1 | 17 | -6 | -1 | 5.7 | -3 | -4 | 2

(continued)
SMILES | CHRM1 PAM | M5 ag | CHRM1 antagonist | M4 PAM | M5 PAM | CRFBP-R2 agonist | CHRM5 antagonist | CHRM4 antagonist | M4 ag
COc1cc2c(cc1CN1CCN(C(=O)c3cc(OC)c(OC)c(OC)c3)CC1)OCO2 | 6 | 0 | -13 | 0 | 8 | -1.7 | -5 | -13 | 0
Cc1cc(SCC(=O)OCC(=O)N(C)c2ccccc2)nc2ccccc12 | -5 | -2 | -4 | -7 | 2 | -0.9 | 4 | -1 | 5
COc1cc(OC)c(NC(C)C(=O)NCc2ccccc2)cc1Cl (centres undefined) | 7 | -2 | -8 | -2 | -6 | -0.5 | 19 | 12 | 1
O=c1cc(CN2CCCCC2)c2ccccc2o1 | 1 | -4 | -23 | -2 | 11 | . | 3 | -2 | 0
C[C@@H]1CN([C@@H](C)CO)C(=O)CCCn2nncc2CO[C@H]1CN(C)S(=O)(=O)c1ccc(Cl)cc1 | 5 | 1 | -6 | 0 | -4 | 2.8 | -3 | -6 | 0
Cc1ccc(S(=O)(=O)N(Cc2ccccc2F)C(=O)N2CCN(C)CC2)cc1 | 6 | -2 | -2 | 2 | 2 | 0.0 | -3 | 1 | 0
Fc1ccccc1-n1cn[nH]c1=S | -2 | 1 | -1 | -1 | 5 | 0.2 | 4 | 1 | 0
COc1ccccc1C1CC(=O)NC(SCC(=O)Nc2ccccc2)=C1C#N (centres undefined) | 15 | 5 | -22 | -5 | -7 | 1.1 | 1 | -12 | 11
O=C(CSc1ccc2nnc(CCNC(=O)c3ccccc3)n2n1)NCc1ccco1 | -4 | -6 | 15 | -1 | -7 | 1.3 | 28* | 2 | 0
C/C(=N\NC(=O)COc1c(C)cccc1C)c1cccs1 | -7 | -5 | 12 | -2 | 6 | -1.3 | 1 | 7 | -1
Cc1cc(C)nc(SCc2ccc([N+](=O)[O-])cc2)n1 | 5 | -13 | -1 | -6 | 9 | -3.0 | 0 | -2 | -1
CCCCNC(=O)c1cccc(S(=O)(=O)N2CC3(C)CC2CC(C)(C)C3)c1 (centres undefined) | 1 | -6 | -6 | 2 | -5 | -1.2 | 11 | 1 | 6
CCc1ccc(-c2csc3ncn(CC(=O)NCc4ccco4)c(=O)c23)cc1 | 0 | -1 | -4 | -9 | -4 | -2.2 | 10 | 8 | 11
Cc1nn2c(Nc3ccccc3)c3c(nc2c1-c1ccccc1)CCC3 | 6 | -1 | -2 | 4 | 4 | 0.1 | -5 | -8 | 0
CC(=O)OCCC(C)C | 7 | 2 | -2 | -1 | -4 | 2.5 | 6 | 2 | .
Cc1cc(C(=O)NCc2ccco2)c2cc(F)ccc2n1 | 9 | -7 | -18 | 3 | 5 | -0.1 | 3 | -9 | 3
Cc1cc(NS(=O)(=O)c2ccc(NC(=O)c3ccc([N+](=O)[O-])s3)cc2)nc(C)n1 | 1 | 3 | 5 | 3 | -5 | -0.8 | 10 | 7 | 0
O=C(NCc1ccco1)C(c1cccs1)N(Cc1ccccc1)C(=O)Cn1nnc2ccccc21 (centres undefined) | -3 | -3 | 3 | 2 | -10 | -2.4 | -10 | -7 | 8
Oc1c(Cl)cc(Cl)cc1/C=N/c1nc(-c2ccc(Cl)cc2)cs1 | 9 | -4 | -2 | 2 | 0 | 2.1 | -1 | -5 | -1
N#Cc1ccc(COC(=O)c2cnc(Cl)c(Cl)c2)cc1 | 3 | -2 | -2 | -5 | 0 | -1.0 | 9 | 13 | 1
CCOC(=O)C1=C[C@@H](c2ccccc2)N(S(=O)(=O)c2ccc(C)cc2)[C@H]1c1ccccc1Cl | 3 | -1 | 6 | -6 | -4 | . | -7 | -3 | 0
O=C(CN1CCCCC1)NC(=O)NC1CCCCC1 | 13 | -5 | -19 | 0 | -17 | 0.7 | 55* | 12 | 1
COc1ccc2nc(SCC(=O)NC(C)C)[nH]c2c1 | 7 | 0 | -10 | 12 | 2 | 0.2 | -6 | -7 | 1
C/C(=N\Nc1cc(C)nc(-c2ccccc2O)n1)c1ccccc1 | -14 | -5 | 4 | 2 | -7 | 1.2 | -4 | -8 | 0
COC(=O)c1c(NC(=O)c2nc3ccccc3s2)sc2c1CC(C)(C)NC2(C)C | 6 | 0 | -1 | -1 | -1 | 2.8 | 6 | -2 | 5

Whole records, quoted from the list:
COC(=O)c1c(NC(=O)c2nc3ccccc3s2)sc2c1CC(C)(C)NC2(C)C in the list: CHRM1 PAM = 6; M5 ag = 0; CHRM1 antagonist = -1; M4 PAM = -1; M5 PAM = -1; CRFBP-R2 agonist = 2.8; CHRM5 antagonist = 6; CHRM4 antagonist = -2; M4 ag = 5
CN(Cc1ccccc1NCC(=O)Nc1ccccc1C#N)C1CCCCC1 in the list: CHRM1 PAM = -5; M5 ag = -8; CHRM1 antagonist = 6; M4 PAM = -6; M5 PAM = 4; CRFBP-R2 agonist = -0.8; CHRM5 antagonist = 8; CHRM4 antagonist = 3; M4 ag = 1

Further results
SMILES | CHRM1 PAM | M5 ag | CHRM1 antagonist | M4 PAM | M5 PAM | CRFBP-R2 agonist | CHRM5 antagonist | CHRM4 antagonist | M4 ag
C/C(CC1(O)C(=O)Nc2ccccc21)=N\O (centres undefined) | 4 | 1 | -3 | 2 | -1 | 0.5 | -2 | -1 | 1
COCCN(C(=O)CSc1nc2ccccc2c(=O)n1C(C)COC)c1c(N)n(Cc2ccccc2)c(=O)[nH]c1=O (centres undefined) | -22 | -9 | 7 | -6 | -21 | -2.3 | 25 | 0 | 3
CC(C)c1ccc(C2=NN(c3ccccc3)C(=O)CC2)cc1 | 6 | -6 | -13 | 18 | 7 | 0.7 | -6 | -8 | -2
CN(CCc1ccccc1)C(=O)c1ccc(NC(=O)Cc2ccc(NC(=O)C3CCN(C(=O)CCc4ccccc4)CC3)cc2)cc1 | 8 | -1 | -11 | 0 | 5 | 3.0 | -5 | -4 | 1
COc1ccc([C@H]2CC(=O)C=C(c3cccc(F)c3OC)C2)cc1 | 0 | -4 | -3 | -2 | -3 | -1.4 | 17 | 5 | 1
COc1cccc(-c2cnc3c(NC=O)cc(-c4ccc(OC)cc4OC)cn23)c1 | 2 | -2 | 10 | -7 | -16 | . | 7 | 7 | 7
CCOc1cc(/C=N/NC(=O)c2ccccc2OCc2ccc(F)cc2)ccc1O | -11 | -4 | 20 | 6 | -27 | -0.8 | 23 | -2 | 9
O=C(OCC(=O)c1ccc[nH]1)c1ccc(S(=O)(=O)N2CCCCCC2)cc1 | -1 | -4 | -8 | 14 | -1 | 0.3 | 7 | -4 | 4
CCSc1nsc(NC(=O)Nc2cccc(OC)c2)n1 | -14 | 14 | 27* | -9 | -16 | 32 | 20 | 6 | 21
